Compound activity as filed in PubChem.
AddAB inh = growth inhibition of E. coli expressing H. pylori AddAB, primary screen, AddAB inhibitor project, absorbance | inhibition, % at 11.9 µM | 330,000 tested, 0.29% active | AID 435030, 2010; in the data active = inhibition above about 12%;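 also: 0% = vehicle wells of infected cells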
HTR5A ag ctr = HTR5A agonists in luminescence cell assay, primary screen, counter-screen for OPRM1-OPRD1 heterodimer agonist project, full-deck HTS; cell-based; activation, % at 9.3 µM; 340,000 tested, 0.61% active; AID 504692, 2011; in the data active = activation mostly above about 9.5%, no sharp cut-off; inactive = mostly below about 7.6%;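 also: 0% = cells with vehicle only and 100% = reference agonist; strong numbers were not always called active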
CDK5 p35 inh = inhibitors of human CDK5/p35 kinase, primary screen, biochemical, single concentration | inhibition, % at 10 µM | 330,000 tested, 0.01% active | Recombinant CDK5/p35, ADP-Glo luminescence, 60 min;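 active = highest replicate inhibition of at least 50% and at least 75% of replicates reaching 50%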;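 also: plate controls were DMSO neutral control for no effect and GW8510 at 10 µM for full effect; many of its hits are not listed in these tables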
DAGLB inhibitor = DAGLB lipase inhibitors, primary screen, biochemical, fluorescence, HTS | Diacylglycerol lipase-beta (Homo sapiens), Q8NCG7 | HEK293T DAGLB membrane lysate, EnzChek fluorogenic substrate | inhibition, % at 5.17 µM | 340,000 tested, 0.059% active; in the data active = inhibition above about 34%;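 also: 0% = enzyme with vehicle and 100% = wells lacking enzyme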
Target sequence (Q8NCG7 whole entry, looked up): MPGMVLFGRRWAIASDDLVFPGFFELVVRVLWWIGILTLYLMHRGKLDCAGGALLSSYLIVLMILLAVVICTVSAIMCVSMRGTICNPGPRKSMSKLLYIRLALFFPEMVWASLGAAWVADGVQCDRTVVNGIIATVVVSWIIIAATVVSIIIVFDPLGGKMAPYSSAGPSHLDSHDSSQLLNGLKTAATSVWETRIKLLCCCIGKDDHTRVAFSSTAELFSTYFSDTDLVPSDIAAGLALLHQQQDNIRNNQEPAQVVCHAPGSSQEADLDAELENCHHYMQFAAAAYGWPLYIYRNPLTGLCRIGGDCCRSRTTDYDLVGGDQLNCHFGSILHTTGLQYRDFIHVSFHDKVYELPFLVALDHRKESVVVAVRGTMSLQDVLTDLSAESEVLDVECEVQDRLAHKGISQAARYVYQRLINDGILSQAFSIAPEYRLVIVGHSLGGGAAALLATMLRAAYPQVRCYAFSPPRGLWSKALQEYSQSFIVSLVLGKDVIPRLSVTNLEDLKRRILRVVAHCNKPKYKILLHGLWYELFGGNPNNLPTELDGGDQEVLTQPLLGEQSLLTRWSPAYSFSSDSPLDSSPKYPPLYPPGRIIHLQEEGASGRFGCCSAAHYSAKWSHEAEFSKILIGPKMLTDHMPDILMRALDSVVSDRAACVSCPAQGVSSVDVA
PKA-R2B activ = activators of PKA-R2B holoenzyme, primary screen, biochemical, fluorescence polarization, Cy5-IP20, human; cAMP-dependent protein kinase catalytic subunit beta (Homo sapiens) + cAMP-dependent …; PKA-R2B holoenzyme dissociation; R2B truncated from residue 108, S112A mutant; 0% DMSO only, 100% 113 µM cGMP; activation, % at 11.4 µM; 340,000 tested, 0.079% active; AID 504700, 2011;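 active = activation above a cutoff set at the mean over all compounds plus 3 SD, cut at about 18% in these data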;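 also: higher means more holoenzyme dissociation and a rise in polarization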
Target sequence (P31323 whole entry, looked up, other chains not shown, the tested form may be a part): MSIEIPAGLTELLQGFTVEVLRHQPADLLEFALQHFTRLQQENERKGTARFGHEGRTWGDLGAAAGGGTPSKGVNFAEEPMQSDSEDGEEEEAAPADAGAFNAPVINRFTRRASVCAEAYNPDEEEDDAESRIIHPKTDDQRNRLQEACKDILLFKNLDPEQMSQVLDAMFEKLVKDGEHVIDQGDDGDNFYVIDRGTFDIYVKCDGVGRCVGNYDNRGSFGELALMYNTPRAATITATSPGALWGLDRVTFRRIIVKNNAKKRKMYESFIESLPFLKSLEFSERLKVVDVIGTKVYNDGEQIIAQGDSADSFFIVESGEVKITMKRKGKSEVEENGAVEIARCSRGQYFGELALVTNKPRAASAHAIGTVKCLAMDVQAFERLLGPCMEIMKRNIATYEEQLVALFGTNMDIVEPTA
Tat export inh = E. coli Tat export inhibitors, primary screen, MC4100, TorA-mCherry reporter, fluorescence, single point. inhibition, % at 10 µM. 340,000 tested, 0.036% active. AID 488895, 2010;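 active = mean replicate inhibition at least 50% and at least half of replicates individually reaching 50%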;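 also: exported cargo escapes ClpAP degradation while cytoplasmic cargo is degraded and loses fluorescence; 0% = median of neutral control wells and 100% = median of NaSCN control wells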
E coli growth = E. coli V3065 growth inhibition, primary screen, counter-screen for AddAB inhibitor project, absorbance, OD600. 330,000 tested, 0.27% active. inhibition, % at 11.9 µM. 18 h;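 active = inhibition above the campaign's mean inhibition across all tested compounds plus 3 SD, cut at about 9.9% in these data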;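 also: uninfected addAB+ strain grown without phage in ampicillin broth; 0% = DMSO wells and 100% = ciprofloxacin 0.95 µg/ml wells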
Mot1-301 SUMO = yeast Mot1-301 growth rescue at high temperature, primary screen, SUMOylation pathway inhibitor project, S. cerevisiae, ATP luminescence, 38.5C | S. cerevisiae Mot1-301 growth rescue; percent above DMSO median, 100 means doubled | growth rescue, % at 18.8 µM | 320,000 tested, 1% active;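 active = every valid replicate shows activation above 250% relative to neutral control wells; inactive = the rest, any valid replicate at or below 250%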;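 also: OY570 slx delta 5 strain wells were the positive control but not used for scaling; some compounds called inactive have numbers as strong as hits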
PKA-R1A act = activators of PKA-R1A holoenzyme, primary screen, biochemical, fluorescence polarization, Cy5-IP20, bovine R1A, mouse PKAc; PKA-R1A dissociation; scaled: DMSO 0%, 113 µM cGMP 100%; activation, % at 11.4 µM; 340,000 tested, 0.083% active;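 active = percent activation above the mean of all tested compounds plus 3 SD, cut at about 19% in these data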;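 also: higher means more PKAc released from R1A so a rise in polarization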
phage Ecoli inh = growth loss of phage-infected E. coli, primary screen, RecBCD inhibitor project, absorbance, with phage, HTS; inhibition, % at 11.9 µM; 360,000 tested, 0.26% active; in the data active = inhibition above about 11%
HTR5A inv ctr = HTR5A inverse agonists in luminescence cell assay, primary screen, counter-screen for OPRM1-OPRD1 heterodimer inverse agonist project, full-deck HTS; 5-hydroxytryptamine receptor 5A (Homo sapiens), P47898; HTR5A cell line, inverse agonism; inhibition, % at 9.3 µM; 340,000 tested, 0.083% active; AID 504634, 2011; in the data active = inhibition mostly above about 23%, no sharp cut-off; inactive = mostly below about 18%;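 also: 0% = cells with DMSO and 100% = no-cell wells with DMSO; some compounds called inactive have numbers as strong as hits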
* marks the source's active call; other numbers are inactive results; / = no result given. The order is random; about 2.3% have a hit in one of these screens.

Structure,AddAB inh,HTR5A ag ctr,CDK5 p35 inh,DAGLB inhibitor,PKA-R2B activ,Tat export inh,E coli growth,Mot1-301 SUMO,PKA-R1A act,phage Ecoli inh,HTR5A inv ctr
CN(C)c1ccc(NC(=S)c2ccc3ccccc3n2)cc1,0.9,-3.4,-0.8,23.5,-17.5,-9.5,-1.2,-6.0,5.2,1.9,13.9
COc1ccc(C2/C(=C(/O)c3ccccc3)C(=O)C(=O)N2c2ccccn2)cc1OC (stereo not given),2.3,0.9,-1.4,1.1,-5.0,-5.8,0.0,4.8,-3.3,4.4,-2.3
O=C(CSc1nnnn1-c1ccccc1)Nc1ncc(Cc2cccc(Cl)c2Cl)s1,4.8,-1.0,1.8,-0.4,-0.3,-11.5,2.9,3.6,2.1,3.0,23.6
O=C1C(=O)N(CC2CCCO2)C(c2ccccc2[N+](=O)[O-])/C1=C(/O)c1ccccc1 (stereo not given),0.2,-4.4,0.5,-1.4,3.2,-1.3,-0.1,-20.1,-3.2,3.3,8.3
Cc1cc(C)nc(SC2CCCCC2NS(=O)(=O)c2ccc(Cl)cc2)n1 (stereo not given),3.1,-0.3,-0.9,-5.9,-5.8,5.5,-1.0,126.7,-13.2,0.7,-2.9
Cc1cc(C)cc(OCc2ccc(C(=O)O)o2)c1,4.9,1.8,0.7,0.0,-1.4,-7.0,2.3,3.0,-6.5,2.4,-27.9
O=C(NC1CCCCCCC1)NC1CCCCC1,0.3,-1.3,-0.8,0.9,-15.6,-1.5,0.4,3.5,5.5,1.9,12.5
CCN(CC)c1nc2ccccc2n2cnnc12,-0.6,13.0*,-5.7,1.1,-12.4,15.3,3.7,-3.8,-0.6,1.2,15.2
Cc1ccc(Nc2nc(CSc3nnnn3-c3ccccc3)cc(=O)[nH]2)cc1,4.0,2.2,0.5,2.4,-22.4,2.2,-2.6,3.2,-12.0,3.0,-21.3
CCN(C(=O)COC(=O)CCCc1nc2ccccc2s1)c1c(N)n(Cc2ccccc2)c(=O)[nH]c1=O,/,2.5,1.0,0.6,-2.9,5.6,/,/,-7.2,0.8,-2.8
COc1ccccc1NC(=O)CN1CCN(CC(=O)Nc2ccccc2Cl)CC1,-2.4,-0.6,1.3,-2.1,3.7,3.8,0.2,10.4,4.1,0.9,2.0
CCOC(=O)C1C(=O)NC(c2ccccc2)=NC1c1ccc(F)cc1 (stereo not given),2.9,-5.7,-0.1,1.8,6.2,5.1,-0.6,-8.7,2.1,2.4,13.7
Cc1ccc(C(=O)/C=C/c2cn(CN3CCN(C)CC3)c3ccccc23)cc1,-0.3,0.6,-2.9,-2.8,-9.5,2.2,-0.9,-25.8,1.4,1.1,14.6
COC(=O)Cn1c(CCS(=O)(=O)c2ccc(Cl)cc2)nc2ccccc21,0.6,2.3,0.3,-4.6,-9.7,-2.6,-1.7,-5.2,-6.0,3.2,-5.5
CCNC(=S)N(CCc1c(C)[nH]c2ccc(Cl)cc12)Cc1ccco1,-0.5,1.9,2.8,3.3,-11.5,9.6,2.4,/,-8.0,1.8,1.5
CC(C)(C)OC(=O)CNC(=O)c1[nH]cnc1C(=O)NC(c1ccccc1)c1ccccc1,3.6,4.4,4.0,0.6,-0.1,3.2,-2.8,-3.7,-5.2,1.6,-5.0
CCOC(=O)c1nnn(-c2ccc([N+](=O)[O-])cc2[N+](=O)[O-])c1C,1.5,-2.0,-0.5,-1.7,-10.9,-16.5,1.7,-12.1,8.5,4.3,16.8
CSCCC(NS(=O)(=O)c1ccc(Cl)cc1)C(=O)OCC(=O)NC1CCCCC1 (stereo not given),-1.0,0.2,0.4,0.1,-12.4,1.9,0.5,5.2,-19.6,0.9,-26.3
O=C(CSc1nc2ccccc2nc1N1CCCC1)Nc1ccc(F)cc1,-1.6,4.8,-0.8,-7.3,-6.8,-6.5,-0.6,6.2,-6.8,3.4,0.0
COc1cc(C(=O)N2CCN(C/C=C/c3ccccc3)CC2)cc(OC)c1OC,-1.7,1.8,-0.4,-0.8,-5.4,-4.7,-1.5,4.3,4.1,2.3,-23.0
COCCn1ccc2c(OCC(=O)NCc3ccccc3)cccc2c1=O,0.8,-1.9,1.4,0.5,-3.6,-2.6,-0.6,-10.7,-2.7,3.3,6.2
COc1ccc(CNCc2cc(OC)ccc2OC)cc1,3.4,-2.8,0.2,-2.3,3.3,-6.7,-1.2,17.0,4.2,-2.7,10.4
COc1ccccc1N1CCN(C(=O)C(C)N(c2ccccc2)S(C)(=O)=O)CC1 (stereo not given),-1.9,1.5,-3.4,0.4,5.9,2.6,0.8,-25.2,2.6,0.5,-3.5
COc1cc(NC(=O)CCc2nnc3ccc(N4CCCC4)nn23)cc(OC)c1OC,0.6,-3.0,-0.1,1.1,3.8,-3.2,-0.6,7.7,-8.6,-3.6,11.3
CCN(CC)C(=O)OCc1c(-c2ccccc2)ncc2ccccc12,3.0,2.9,1.6,-1.5,12.9,-1.1,3.6,-13.7,4.6,1.8,-7.3
Cc1ccc(Cl)cc1NS(=O)(=O)c1ccc2oc(=O)ccc2c1,4.8,2.7,-3.7,3.4,2.3,10.6,0.8,-11.4,-0.3,1.6,-7.7
CCNC(=O)COc1cccc2ccccc12,1.6,-2.1,0.7,1.9,0.8,-1.1,0.9,/,2.3,2.4,-0.4
Cc1ccc(N2CC(C(=O)OCC(=O)Nc3ccccc3F)CC2=O)cc1 (stereo not given),1.9,0.5,5.5,-3.7,0.2,3.0,-1.0,7.0,1.4,3.7,-1.4
S=C(NCC1CCCO1)N1CCN(c2ccccc2)CC1 (stereo not given),2.7,1.1,1.4,-5.7,-10.0,-4.6,1.0,-12.7,-7.6,4.7,-3.0
COc1cc(/C=C2/C(=O)NN(c3ccc(C)c(Cl)c3)C2=O)cc([N+](=O)[O-])c1O,/,-2.2,-18.6,39.1*,-7.8,4.2,/,91.1,3.0,4.5,8.7

Part of the list above in order of formula weight, smallest number first.
Structure,AddAB inh,HTR5A ag ctr,CDK5 p35 inh,DAGLB inhibitor,PKA-R2B activ,Tat export inh,E coli growth,Mot1-301 SUMO,PKA-R1A act,phage Ecoli inh,HTR5A inv ctr
Cc1ccc(N2CC(C(=O)OCC(=O)Nc3ccccc3F)CC2=O)cc1 (stereo not given),1.9,0.5,5.5,-3.7,0.2,3.0,-1.0,7.0,1.4,3.7,-1.4
O=C1C(=O)N(CC2CCCO2)C(c2ccccc2[N+](=O)[O-])/C1=C(/O)c1ccccc1 (stereo not given),0.2,-4.4,0.5,-1.4,3.2,-1.3,-0.1,-20.1,-3.2,3.3,8.3
CCN(C(=O)COC(=O)CCCc1nc2ccccc2s1)c1c(N)n(Cc2ccccc2)c(=O)[nH]c1=O,/,2.5,1.0,0.6,-2.9,5.6,/,/,-7.2,0.8,-2.8

(listing goes on)
Structure,AddAB inh,HTR5A ag ctr,CDK5 p35 inh,DAGLB inhibitor,PKA-R2B activ,Tat export inh,E coli growth,Mot1-301 SUMO,PKA-R1A act,phage Ecoli inh,HTR5A inv ctr
c1ccc(-n2ncc3c(NC4CCCCCC4)ncnc32)cc1,1.2,7.7,-1.0,-7.6,3.6,-0.1,-1.0,24.4,-5.7,2.5,-22.6
Cc1ccc(SCCC(=O)Nc2c(C)n(C)n(-c3ccccc3)c2=O)cc1,1.0,2.5,/,2.6,0.0,7.1,2.4,0.0,3.9,0.1,0.7
COc1ccc(O)cc1,2.6,-1.0,-0.3,-0.7,-3.5,-7.0,1.0,/,-3.0,4.2,-13.1
CSc1ccccc1OCc1cc(C(=O)NCC(C)(C)N2CCOCC2)no1,2.5,1.2,1.7,-3.5,-5.6,-3.9,-0.6,-13.5,-17.1,1.2,2.9
COc1ccc(C(=O)N2CCC(C(=O)N3CCN(Cc4ccccc4)CC3)CC2)cc1,1.6,-9.2,0.9,0.5,3.2,-5.8,-0.1,11.5,-8.3,0.1,22.2
O=C(NCc1ccccc1)C(c1ccco1)N(C(=O)c1csnn1)c1ccccc1F (stereo not given),3.4,-2.7,-0.6,-0.7,11.6,-2.0,0.7,-0.6,4.9,1.4,8.0
O=C(O)CCCCCNC(=O)C(=O)C1C(=O)Nc2ccccc21 (stereo not given),1.6,-0.2,0.6,0.7,-2.6,-4.7,1.1,-16.2,-4.9,-1.4,0.6
COc1ccccc1C(=O)CC(=O)C(=O)Nc1cccc([N+](=O)[O-])c1C,-3.7,2.0,1.9,2.2,-6.5,-0.2,-3.6,-1.6,1.6,1.3,-7.9
CCOC(=O)c1cnc(-n2nc(C)cc2C)nc1Nc1ccc(C)cc1,/,1.2,-1.3,-0.4,0.1,-6.1,/,/,-17.9,0.0,-3.3
CC1CCCCN1C(=S)Nc1ccc(OC(F)F)cc1 (stereo not given),2.9,-4.2,-1.0,-0.5,-7.5,15.8,1.7,-32.5,-11.0,2.0,15.5
CN1CCN(NC(=S)Nc2ccc(OC(F)F)cc2)CC1,1.7,-1.5,1.0,1.2,4.2,6.7,0.8,0.4,-5.4,2.0,3.8
CCCCOC(=O)Cn1c(=N)n(CCN2CCOCC2)c2ccccc21,2.8,/,3.3,0.5,-2.5,-2.0,1.5,-12.8,-2.3,3.4,/
COc1ccc(CCN2CC(C(=O)Nc3ccc(S(C)(=O)=O)cc3)CC2=O)cc1OC (stereo not given),-1.9,4.2,0.3,-2.4,-4.0,-1.3,1.0,-6.7,3.4,-0.5,-11.1
Nc1cccc2cc(S(=O)(=O)O)ccc12,/,-2.2,/,0.5,-7.3,-1.0,/,/,3.0,3.3,8.4
Nn1c(SCc2nc3ccccc3[nH]2)nnc1C1CCCCC1,2.7,-2.2,2.3,-1.5,-3.5,2.2,2.4,-14.0,-3.8,4.5,6.8
Cc1cc(C)nc(NS(=O)(=O)c2ccc(NC(=O)CCCN3C(=O)c4ccccc4C3=O)cc2)n1,-1.2,-3.4,-1.4,2.5,-0.1,-1.6,0.1,9.5,7.2,-0.1,-27.9
C=CCOc1ccc(/C=C/C(=O)OCC(=O)NC(C)c2ccc(F)cc2)cc1 (stereo not given),0.7,2.8,-0.6,-5.4,-5.2,-0.5,-0.1,3.5,-6.6,4.3,-7.7
Cc1cc(C)cc(N(C(C)C(=O)N2CCCCC2)S(C)(=O)=O)c1 (stereo not given),1.0,-5.7,-0.6,-1.5,-10.2,15.3,-0.7,91.8,3.7,3.0,-17.5
CC(C)(C)NC(=S)NC1CC1,-2.1,0.6,2.0,0.7,-6.8,-7.6,-2.1,5.6,-2.7,2.4,-12.1
CC(C)(C)NC(=O)CN(C(=O)c1ccc(Cl)nc1)c1cccc2ccccc12,-0.5,-6.8,-0.9,2.9,2.3,0.4,-0.8,28.5,-6.0,2.1,19.5
O=C(Nc1ccc2c(c1)OCO2)C1CC(c2c(F)cccc2Cl)=NO1 (stereo not given),-0.8,1.1,-0.5,-6.7,-6.2,11.1,-2.0,11.5,3.6,0.8,3.2
